High-throughput results (PubChem)
MazEF act: activators of E. coli MazEF toxin-antitoxin RNase, primary screen, biochemical, fluorescence, uHTS; FAM/BHQ RNA-DNA oligo cleavage fluorescence, 5 h; activation, % at 20 µM; actives 0.32% (n = 350,000); AID 504720, 2011; in the data active = activation above about 50%
Target sequence (P0AE70 whole entry, looked up): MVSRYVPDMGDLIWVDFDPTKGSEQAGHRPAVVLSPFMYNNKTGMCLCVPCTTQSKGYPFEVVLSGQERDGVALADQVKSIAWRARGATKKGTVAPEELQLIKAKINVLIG
Mtb UGM inh: M. tuberculosis UGM enzyme inhibitors, primary screen, biochemical, fluorescence polarization, single point | AID 504406, 2011 | UDP-galactopyranose mutase (Mycobacterium tuberculosis (strain ATCC 25618 / H37Rv)), … | inhibition, % at 10 µM | actives 0.06% (n = 320,000) | purified UGM, fluorescence polarization probe displacement; in the data active = inhibition above about 10%, passing the limit was not always enough
Target sequence (P9WIQ1 whole entry, looked up): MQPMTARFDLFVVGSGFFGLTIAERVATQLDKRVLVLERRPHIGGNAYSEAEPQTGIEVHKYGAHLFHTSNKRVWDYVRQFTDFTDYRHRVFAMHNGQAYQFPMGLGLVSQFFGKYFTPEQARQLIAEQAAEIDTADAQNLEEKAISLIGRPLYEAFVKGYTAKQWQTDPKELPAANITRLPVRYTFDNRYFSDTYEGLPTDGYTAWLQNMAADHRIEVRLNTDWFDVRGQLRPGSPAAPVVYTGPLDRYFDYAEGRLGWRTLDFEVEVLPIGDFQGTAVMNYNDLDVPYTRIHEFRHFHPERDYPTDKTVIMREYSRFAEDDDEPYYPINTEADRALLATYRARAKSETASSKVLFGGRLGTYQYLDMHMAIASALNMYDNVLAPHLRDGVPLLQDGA
SARS 3CLpro inh: SARS-CoV 3CLpro protease inhibitors, primary screen, biochemical, quenched FRET; Replicase polyprotein 1ab (Severe acute respiratory syndrome coronavirus), P0C6X7; recombinant SARS-CoV 3CLpro, quenched FRET peptide cleavage; inhibition, % at 6 µM; actives 0.14% (n = 290,000); AID 1706, 2009; in the data active = inhibition above about 12%
Mtb FBA inh: Mtb FBA enzyme inhibitors, primary screen, biochemical, fluorescence, strain H37Rv; purified M. tuberculosis FBA, fluorescence read-out; AID 588726, 2011; Fructose-bisphosphate aldolase (Mycobacterium tuberculosis (strain ATCC 25618 / H37Rv)), …; inhibition, % at 1 µM; actives 2.3% (n = 360,000); in the data active = inhibition above about 27%;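 note: 0% = vehicle and 100% = reference inhibitor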
Vc quorum ag: inducers of Vibrio cholerae quorum light production without autoinducers, primary screen, BH1578 luxS cqsA deficient, single point. actives 0.16% (n = 350,000). activation, % at 18.7 µM. V. cholerae BH1578 lux reporter, luminescence, 6 h; in the data active = activation mostly above about 9.7%, no sharp cut-off; note: not every result past the cut was called active; inactives centre near 0; reference of the scale not given here
SSB-PriA inh: inhibitors of Klebsiella pneumoniae PriA binding to SSB C-terminal tail, primary screen, biochemical, AlphaScreen; inhibition, % at 33 µM; AlphaScreen SSBct-PriA binding, biotinylated peptide; PriA–SSB C-terminal tail interaction (Klebsiella pneumoniae); actives 0.6% (n = 430,000); in the data active = inhibition mostly above about 37%, no sharp cut-off; inactive = mostly below about 20%;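 note: plate controls were negative control peptide for no effect and reference peptide for full effect; strong numbers were not always called active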
BioA inh: M. tuberculosis BioA enzyme inhibitors, primary screen, biochemical, plate reader, single point, HTS; 7,8-diaminopelargonic acid synthase BioA (Mycobacterium tuberculosis); purified M. tuberculosis BioA enzyme; inhibition, % at 9.99 µM; actives 0.096% (n = 360,000); AID 602481, 2012; in the data active = inhibition above about 40%
Rv3671c protease: Rv3671c serine protease inhibitors, primary screen, biochemical, fluorescence polarization, M. tuberculosis H37Rv; P9WHR9; inhibition, % at 5.96 µM; actives 0.048% (n = 320,000); in the data active = inhibition above about 38%;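 note: extracellular domain of Rv3671c used as enzyme; 0% = enzyme with DMSO and 100% = no enzyme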
GDH-TPI counter: GDH-TPI coupling enzyme inhibitors, primary screen, artefact control for M. tuberculosis FBA inhibitor project, biochemical, absorbance, full deck. GDH-TPI coupled enzyme counterscreen, NADH absorbance. inhibition, % at 4.8 µM. actives 1.2% (n = 360,000). AID 588335, 2011; in the data active = inhibition above about 30%;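 note: 0% = DMSO wells and 100% = wells lacking the enzyme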
VHR inh abs: VHR1 phosphatase inhibitors, primary screen, biochemical, absorbance, uHTS | Dual specificity protein phosphatase 3 (Homo sapiens), P51452 | recombinant VHR phosphatase, pNPP absorbance | inhibition, % at 13.3 µM | actives 0.52% (n = 290,000) | AID 1654, 2009; in the data active = inhibition above about 50%; note: some compounds called inactive have numbers as strong as hits
Target sequence (P51452 whole entry, looked up): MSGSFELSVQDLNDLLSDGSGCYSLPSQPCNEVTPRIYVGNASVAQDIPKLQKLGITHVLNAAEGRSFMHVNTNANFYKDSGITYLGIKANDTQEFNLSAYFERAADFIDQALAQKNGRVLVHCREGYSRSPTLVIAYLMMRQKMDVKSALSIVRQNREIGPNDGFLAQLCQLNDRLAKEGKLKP
Starred values were filed as active, the others as inactive; i = inactive; · = no result given.

The line under a structure holds: MazEF act | Mtb UGM inh | SARS 3CLpro inh | Mtb FBA inh | Vc quorum ag | SSB-PriA inh | BioA inh | Rv3671c protease | GDH-TPI counter | VHR inh abs
- Cc1ccc(-c2nc(N3CCOCC3)sc2C(=O)N2CCCCC2)cc1
→ -7 | 3.6 | 1 | -1 | i | -1 | 0.0 | -14 | 3 | 25
- Cc1ccc(S(=O)(=O)N2CCN(C(=O)COc3ccc(Br)cc3)CC2)cc1
→ -13 | 1.0 | · | -2 | -0.6 | -17 | -0.5 | -8 | -2 | ·
- O=C(OCC(=O)N1CCCc2ccccc21)c1cc(Cl)ccc1O
→ -7 | 3.0 | 7 | -1 | 0.5 | 1 | -0.3 | -9 | 1 | 26
- O=C(NCc1ccco1)c1cccc(F)c1
→ 4 | 3.1 | 3 | 4 | -0.5 | -12 | · | -4 | 18 | 11
- Cc1c(Cl)cccc1NC(=O)Nc1cnccn1
→ -6 | -1.6 | 4 | 3 | i | -25 | -2.1 | 1 | 1 | 6
- CCC1CN(C(=O)NCc2ccc(F)cc2)c2cc(C)ccc2O1 (configuration not stated)
→ 3 | 2.4 | 0 | 0 | 0.6 | 3 | -1.4 | · | 6 | 31
- CCC(C)C(=O)Nc1ccccc1N1CCN(c2ccc(F)cc2)CC1 (configuration not stated)
→ 3 | -0.8 | -6 | 2 | i | 3 | 0.9 | -5 | 9 | 27
- N#Cc1ccc(N2CCNCC2)c(F)c1
→ 1 | -0.5 | 3 | 3 | -1.0 | -11 | -2.6 | 4 | -7 | 25
- Cc1ccsc1/C=C1\C(=O)NC(=S)N(C)C1=O
→ -28 | -2.5 | -2 | -4 | i | -1 | -1.6 | -5 | 6 | 12
- CC(=O)Nc1ccc(/C=C(\C#N)C(=O)NC2CCCCC2C)cc1 (configuration not stated)
→ -14 | -1.1 | 6 | 0 | -0.3 | -12 | · | -2 | 7 | 8
- COCCNC(=O)COc1coc(CN2CCN(Cc3ccccc3)CC2)cc1=O
→ -3 | 1.1 | -1 | -1 | i | 2 | -2.1 | 4 | -3 | 31
- C[C@@H](NC(=O)c1nc[nH]c1C(=O)NC1CCN(C(=O)OC(C)(C)C)CC1)c1ccccc1
→ 12 | 2.2 | · | -2 | -0.3 | 10 | 2.2 | 0 | -2 | ·
- COc1ccc(C(O)c2nc(-c3cccc(NC(C)=O)c3)cs2)cc1 (configuration not stated)
→ · | · | · | 3 | i | · | 3.5 | · | 3 | ·
- COc1ccc(Cl)cc1NC(=O)CN(C)CC(=O)N1CC(=O)Nc2ccccc21
→ 4 | -0.8 | · | 3 | -0.6 | -1 | -1.3 | 10 | 5 | ·
- CCOC(=O)c1ccc(NS(=O)(=O)c2cn(C)cn2)cc1
→ 3 | 2.7 | 1 | -1 | -0.3 | 0 | -1.1 | -1 | -6 | -2
- C[C@]12CC[C@@H]3c4ccc(O)cc4CC[C@H]3[C@@H]1C[C@@H](O)[C@@H]2O[C@@H]1O[C@H](C(=O)O)[C@@H](O)[C@H](O)[C@H]1O
→ -1 | 0.9 | 0 | -2 | i | -8 | 0.2 | -7 | -5 | 20
- Cc1ccc2c(c1)/C(=C/c1ccccc1F)C(=O)N2
→ 8 | -0.9 | 0 | -4 | i | 3 | · | -8 | 12 | 2
- Cc1c(O)cc2c(c1O)C(=O)CC(c1ccccc1)O2 (configuration not stated)
→ -15 | 0.3 | · | 0 | -0.4 | 2 | 0.1 | -14 | 2 | 3
- CCn1c(CNc2ccc(F)cc2)nnc1SCC(=O)Nc1ccc(OC)cc1
→ 7 | 0.5 | -2 | -6 | i | -5 | -1.4 | 6 | 4 | 8
- COc1ccc(C(=O)NNS(=O)(=O)c2ccccc2)cc1
→ -1 | · | -1 | 0 | i | -8 | -3.4 | 5 | 11 | 2
- CCN1C(=O)[C@@H]2[C@@H](c3ccc(-c4ccc5c(c4)OCO5)cc3)N3CCCC[C@@]3(C(=O)OC)[C@@H]2C1=O
→ -6 | 1.8 | · | 1 | 2.2 | -1 | -0.9 | -10 | -3 | ·
- Cc1nc(CC(=O)NNS(=O)(=O)c2ccc3ccccc3c2)cs1
→ -2 | 1.0 | 2 | -2 | 3.8 | 0 | -2.1 | -6 | 4 | 5
- Cn1c(C(C#N)C(=O)c2sc3ccccc3c2Cl)nc2ccccc21 (configuration not stated)
→ -8 | -3.4 | -2 | -2 | 1.1 | 19 | -1.7 | 2 | 26 | 24
- COc1cc(/C=N/NC(=S)Nc2cccc(C(=O)O)c2)cc(OC)c1OC
→ -1 | 3.3 | 3 | -1 | i | · | 1.6 | 3 | 41* | 12
- O=C(OCc1nnc(-c2ccccc2)o1)c1ccco1
→ 8 | -3.4 | 3 | 3 | 20 | -13 | 0.7 | 3 | 4 | -6
- Cc1ccc(S(=O)(=O)Oc2ccc(/C=C(/NC(=O)c3ccccc3)C(=O)NCCC(=O)O)cc2)cc1
→ 1 | -1.1 | 2 | 0 | -0.1 | -9 | 3.0 | 4 | -1 | -3
- COc1cc(CC(=O)NCc2cccs2)cc(OC)c1OC
→ -3 | 0.1 | 0 | 1 | -0.4 | -16 | -1.1 | -8 | 4 | 19
- CNC(=S)Nc1cc(Cl)ccc1Oc1ccccc1
→ 1 | 0.3 | 1 | 2 | -0.2 | -4 | · | -8 | 1 | 1
- COc1ccc2ccccc2c1C1CC(=O)N2CN(C3CCCCC3)CSC2=C1C#N (configuration not stated)
→ -3 | -0.9 | 2 | 5 | -0.3 | 15 | 0.7 | -17 | 4 | -8
- Cc1nc(Cl)c(C(=O)Nc2cccc(F)c2)c(C)c1Cl
→ 8 | 1.9 | -1 | 1 | 0.9 | -6 | · | 0 | 4 | 33

(continued)
SMILES	MazEF act	Mtb UGM inh	SARS 3CLpro inh	Mtb FBA inh	Vc quorum ag	SSB-PriA inh	BioA inh	Rv3671c protease	GDH-TPI counter	VHR inh abs
COc1ccc(C2=NN(C(=O)CCC(=O)O)C(c3cccs3)C2)cc1 (configuration not stated)	4	-0.6	2	7	i	-7	·	-1	5	-10
O=C(CN1CCC(N2CCCCC2)CC1)N1CCOCC1	·	-0.8	0	·	·	·	·	-2	·	17
O=C(CCc1ccccc1)Nc1cc(S(=O)(=O)N2CCOCC2)ccc1N1CCCC1	-18	·	·	6	i	7	1.3	·	10	·
Cc1cc(F)ccc1-c1cc(C(=O)NCc2cccs2)[nH]n1	·	·	·	0	0.6	·	-0.7	·	8	·
C[C@]12C(=O)N(c3ccc(F)cc3)C(=O)N1[C@@H]1c3ccccc3OC[C@@H]1[C@H]2c1ccccc1	9	-0.7	2	1	1.1	-21	-1.0	6	-7	9
O=C(NCC1CCCCC1)c1cc(Br)ccc1Cl	2	-1.7	0	0	-4.5	-14	-2.7	0	3	31
CC(C)c1onc(C(=O)N2CCN(C(c3ccccc3)c3ccccc3)CC2)c1[N+](=O)[O-]	-12	4.4	3	5	-0.2	-5	-1.8	-11	14	23
O=C(NC(=S)Nc1ccc(N2CCOCC2)c(Cl)c1)c1sc2ccccc2c1Cl	-9	-0.7	-3	0	i	-2	·	4	0	8
CC1=NN(c2nc(-c3ccc(C#N)cc3)cs2)C(=O)C1	10	-0.1	-4	·	·	-12	·	7	·	27
Cc1cc(N2C(=O)C(O)=C(C(=O)c3ccc(C)o3)C2c2ccc([N+](=O)[O-])cc2)no1 (configuration not stated)	4	0.7	2	-2	-0.4	-4	0.9	4	13	6
CC1=NC(=O)C(N=Nc2ccccc2)N1c1ccccc1 (configuration not stated)	-4	1.9	3	-2	-0.3	23	-2.5	1	-1	-4
CC(C)CN1CCN(Cc2c(F)cccc2Cl)CC1CCO (configuration not stated)	4	-0.1	-3	-2	i	-3	7.5	4	1	0

The list goes on; it opens with the 5 that closed the last part.
SMILES	MazEF act	Mtb UGM inh	SARS 3CLpro inh	Mtb FBA inh	Vc quorum ag	SSB-PriA inh	BioA inh	Rv3671c protease	GDH-TPI counter	VHR inh abs
O=C(NC(=S)Nc1ccc(N2CCOCC2)c(Cl)c1)c1sc2ccccc2c1Cl	-9	-0.7	-3	0	i	-2	·	4	0	8
CC1=NN(c2nc(-c3ccc(C#N)cc3)cs2)C(=O)C1	10	-0.1	-4	·	·	-12	·	7	·	27
Cc1cc(N2C(=O)C(O)=C(C(=O)c3ccc(C)o3)C2c2ccc([N+](=O)[O-])cc2)no1 (configuration not stated)	4	0.7	2	-2	-0.4	-4	0.9	4	13	6
CC1=NC(=O)C(N=Nc2ccccc2)N1c1ccccc1 (configuration not stated)	-4	1.9	3	-2	-0.3	23	-2.5	1	-1	-4
CC(C)CN1CCN(Cc2c(F)cccc2Cl)CC1CCO (configuration not stated)	4	-0.1	-3	-2	i	-3	7.5	4	1	0
O=C(CN1CCCC1)Nc1nc(-c2ccc3c(c2)CCN3C(=O)c2ccccc2F)cs1	-3	0.9	-6	4	-0.2	-4	-1.9	1	-1	24
O=c1[nH]c(=O)n(Cc2ccco2)c(O)c1C=NC1CC1	-5	3.5	0	-4	i	-1	-2.1	-12	13	-2
CC(NS(=O)(=O)c1ccccc1)C1COc2ccccc2O1 (configuration not stated)	4	-2.8	-2	1	0.0	-8	0.0	6	3	-2
Cc1ccc(C(C(=O)NC2CCCC2)N(Cc2ccco2)C(=O)CCC(=O)Nc2ccccn2)cc1 (configuration not stated)	-1	2.2	-5	0	-1.1	7	-1.1	1	-2	30
CC(C)(C)c1ccccc1NC(=O)CN1C(=O)NC2(CCCCCC2)C1=O	8	-0.1	·	3	-1.3	-13	-0.8	-10	-2	·
Cc1c(NS(=O)(=O)c2ccc([N+](=O)[O-])cc2)c(=O)n(-c2ccccc2)n1C	-24	1.1	2	2	0.4	2	-1.9	3	10	8

The list is partial. The share of hits here may be higher or lower than overall.
